# Screening data from PubChem.
# KCNK9 block = KCNK9 potassium channel inhibitors, primary screen, HEK293 cells, thallium flux | Potassium channel subfamily K member 9 (Homo sapiens), Q9NPC2 | FluxOR thallium flux fluorescence; active compounds read low | B-score at 10 µM | 310,000 tested, 1.2% active | AID 488922, 2010;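 active = ratio B-score over 3 SD below the library mean, with starting fluorescence within 5 SD of its mean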;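 note: negative B-score means less thallium flux so channel inhibition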
# RGS4 block = RGS4 inhibitors, primary screen, cell-based, HEK293 M3R inducible RGS4, calcium flux. Regulator of G-protein signaling 4 (Homo sapiens), P49798. Fluo-4 calcium flux; active compounds read high; triggered by carbachol at its EC20. B-score at 10 µM. 310,000 tested, 0.45% active. AID 463165, 2010;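 active = B-score, a plate-corrected calcium signal, over three deviations above library mean, with baseline fluorescence within five deviations of library mean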;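 note: RGS4 expression induced by doxycycline in cells with stable M3 receptor; B-score is computed from the integrated fluorescence ratio over baseline after carbachol; higher B-score means a larger calcium signal and so more RGS4 inhibition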
# hERG protect = hERG rescue from dofetilide block, primary screen, cell-based, CHO-hERG, FluxOR thallium flux, dofetilide IC70; Voltage-gated inwardly rectifying potassium channel KCNH2 (Homo sapiens), Q12809; dofetilide IC70 present; activation (rescue from dofetilide block), less the hit threshold, % at 10 µM; 310,000 tested, 0.51% active; AID 1511, 2009;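 active = activation above the mean of controls blocked by dofetilide plus 5 SD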;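 note: thallium influx through hERG after potassium depolarization seen as dye fluorescence rise; in these data hits start at about 4.7%; inactives centre near -7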
# TMEM16A act = TMEM16A chloride channel activators or potentiators, primary screen, cell-based, HTS; B-score at 10 µM; HEK293 TMEM16A/YFP-H148Q/I152L, iodide quench fluorescence; active compounds read low; Anoctamin-1 (Mus musculus), Q8BHY3; 340,000 tested, 0.3% active;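 active = fluorescence-ratio B-score plate-corrected deviation score at least 3 library SD below zero, with starting fluorescence score within 5 deviations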;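 note: channel opened by trigger with iodide after compound preincubation; score built on the fluorescence ratio of max minus min over baseline; more negative score means more quench and so TMEM16A activation or potentiation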
# Target sequence (Q8BHY3 whole entry, looked up): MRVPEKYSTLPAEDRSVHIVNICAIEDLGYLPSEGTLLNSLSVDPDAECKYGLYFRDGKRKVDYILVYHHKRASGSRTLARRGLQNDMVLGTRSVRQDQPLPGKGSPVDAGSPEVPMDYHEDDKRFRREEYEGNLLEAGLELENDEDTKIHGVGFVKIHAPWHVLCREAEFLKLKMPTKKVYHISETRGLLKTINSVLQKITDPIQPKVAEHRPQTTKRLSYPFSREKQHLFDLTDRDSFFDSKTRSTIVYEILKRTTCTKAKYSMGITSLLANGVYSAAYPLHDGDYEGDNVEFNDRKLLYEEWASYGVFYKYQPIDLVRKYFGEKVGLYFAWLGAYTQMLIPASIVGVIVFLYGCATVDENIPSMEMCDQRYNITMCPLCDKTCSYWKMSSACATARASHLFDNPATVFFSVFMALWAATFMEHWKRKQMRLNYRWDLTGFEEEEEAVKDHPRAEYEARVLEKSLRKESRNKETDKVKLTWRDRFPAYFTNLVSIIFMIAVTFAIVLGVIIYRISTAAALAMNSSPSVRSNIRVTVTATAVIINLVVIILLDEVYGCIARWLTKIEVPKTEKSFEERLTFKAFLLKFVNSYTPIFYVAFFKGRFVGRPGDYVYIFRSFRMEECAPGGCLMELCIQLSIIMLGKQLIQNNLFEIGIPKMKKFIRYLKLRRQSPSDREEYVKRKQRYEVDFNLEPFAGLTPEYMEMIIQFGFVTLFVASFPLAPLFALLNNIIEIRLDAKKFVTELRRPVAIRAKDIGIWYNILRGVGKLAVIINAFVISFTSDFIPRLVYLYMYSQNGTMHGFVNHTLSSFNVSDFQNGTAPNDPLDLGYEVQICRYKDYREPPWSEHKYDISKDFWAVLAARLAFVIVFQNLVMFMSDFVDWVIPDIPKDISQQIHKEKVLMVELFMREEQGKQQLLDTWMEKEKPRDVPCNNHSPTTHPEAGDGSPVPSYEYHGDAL
# KCNQ1 pot = potentiators or activators of KCNQ1 channel, primary screen, cell-based, thallium flux, high-throughput; 310,000 tested, 0.35% active; Potassium voltage-gated channel subfamily KQT member 1 (Homo sapiens), P51787; AID 2648, 2010; B-score at 10 µM; CHO-K1 KCNQ1, thallium flux FluxOR fluorescence; active compounds read high;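 active = fluorescence ratio B-score, a plate-corrected score, at least three library SD, with initial intensity B-score within 5 SD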
#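 System: CHO-K1 cells stably expressing KCNQ1 / Medium: assay buffer for compound exposure, DMSO matched across wells / Reagent: thallium- and potassium-containing depolarizing buffer / Compound: one concentration, matched DMSO / Incubation: 20 min compound pretreatment at room temperature / Measured by: kinetic FluxOR fluorescence, 10 s baseline plus 110 s post-stimulus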
# RGS4 pot = RGS4 potentiators or activators, primary screen, cell-based, HEK293 M3R inducible RGS4, calcium flux; B-score at 10 µM; 310,000 tested, 0.92% active; carbachol calcium flux Fluo4; active compounds read low;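 active = B-score of the integrated calcium signal more than 4 SD below the library mean, with starting fluorescence not abnormally high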;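 note: negative B-score means reduced calcium response which marks RGS4 activation or potentiation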
#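 Also added: carbachol at ECmax as muscarinic agonist stimulus; Assay system: HEK293 cells with stable M3R and inducible RGS4; Timing: overnight RGS4 induction, 30 min dye load 37 °C, 20 min compound RT; Measured by: Fluo4-AM (2 µM) calcium-flux fluorescence, kinetic read.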
# MrgX1 ag = agonists of human MrgX1 receptor, primary screen, HEK293 cells, Fluo-4 calcium flux | AID 588627, 2011 | Mas-related G-protein coupled receptor member X1 (Homo sapiens), Q96LB2 | 310,000 tested, 0.44% active | B-score at 10 µM | Fluo-4 calcium fluorescence, agonist mode; active compounds read high;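 active = calcium response B-score plate-corrected fluorescence ratio at least 3 library SD, with starting fluorescence B-score inside 5 SD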
#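 Material – MrgX1-expressing HEK293 cells · Input – 15,000 cells seeded per well · Dosing – compound as first of three additions · Times – overnight seeding, then 1 h dark dye loading · Measured by – kinetic Fluo-4 NW fluorescence of intracellular calcium · Read-out – B-scored fluorescence response ratio · Benchmarks – positive and negative control wells on each plate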
# ANO1 block = TMEM16A chloride channel inhibitors, primary screen, cell-based, HTS; HEK293 TMEM16A/YFP iodide influx fluorescence, ionomycin; normalized B-score (activity score, 25-100; higher = stronger inhibition) at 10 µM; 310,000 tested, 1.2% active; Anoctamin-1 (Mus musculus), Q8BHY3; AID 588511, 2011;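 active = ratio plate-corrected score three or more library SD toward inhibition, starting fluorescence score within five deviations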;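 note: score derived from kinetic fluorescence span divided by baseline fluorescence per well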
# MrgX1 PAM = positive allosteric modulators of MrgX1, primary screen, HEK293 cells, Fluo-4 calcium flux; AID 588675, 2011; 310,000 tested, 0.63% active; B-score at 10 µM; FDSS; active compounds read high; Mas-related G-protein coupled receptor member X1 (Homo sapiens), Q96LB2;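 active = plate-corrected calcium response at least 3 library SD above typical, normal starting fluorescence, not activating the receptor alone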;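 note: compound read alongside a low EC10 to EC30 dose of BAM8-22 agonist; peak minus trough fluorescence over baseline measured at the second addition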
# KCNQ1 block = inhibitors of human KCNQ1 channel, primary screen, cell-based, thallium flux, high-throughput | CHO-K1 KCNQ1, FluxOR thallium flux fluorescence; active compounds read high | B-score at 10 µM | Potassium voltage-gated channel subfamily KQT member 1 (Homo sapiens), P51787 | 310,000 tested, 1.3% active;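 active = compounds whose thallium flux B-score, printed positive for inhibition, exceeds three library SD while starting fluorescence stays within three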;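 note: channel opened by potassium depolarization with thallium stimulus after 20 min compound exposure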
# KCNK3 inh = human KCNK3 channel inhibitors, primary screen, CHO cells, FluxOR thallium flux, B-score | FluxOR fluorescence; active compounds read low | 340,000 tested, 0.84% active | B-score at 10 µM;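 active = B-score under library mean minus 4 SD, starting fluorescence ratio at most library mean plus 5 SD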;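 note: more negative B-score means stronger inhibition of thallium flux through KCNK3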
# The depositor's hits bear a star; i = inactive; . = no result given.
# Sequence of screens: KCNK9 block | RGS4 block | hERG protect | TMEM16A act | KCNQ1 pot | RGS4 pot | MrgX1 ag | ANO1 block | MrgX1 PAM | KCNQ1 block | KCNK3 inh
Cc1nn(-c2ccccc2)c(=O)c2ccccc12
    i | i | -12 | i | i | i | i | i | i | i | i
CC(=O)Oc1ccc([C@@H]2COc3c(ccc4c3C=CC(C)(C)O4)C2)c(OC(C)=O)c1
    i | 6.1* | -10 | i | i | i | i | i | i | 7* | i
CCOc1ccc(-n2c(O)cc(=O)[nH]c2=O)cc1
    i | i | -8 | i | i | i | i | i | i | i | i
COC(=O)c1sccc1-c1ccc(/C=N/OC(=O)c2ccccc2)o1
    i | i | -9 | i | i | i | i | i | i | i | i
C=CCC(=O)OCC(=O)Nc1ccc(Cl)cn1
    i | i | -6 | i | i | i | i | i | i | i | i
CCC(Sc1nc(=O)cc(N)n1CCc1ccccc1)C(=O)Nc1cc(C)on1 (stereo not drawn)
    i | i | -4 | i | i | i | i | i | i | i | i
CCc1ccc(-n2c(=S)sc3c(=O)n(-c4ccccc4)c(SCC(=O)O)nc32)cc1
    i | i | -1 | . | i | i | i | i | i | i | i
CCOC(=O)c1nnn(CC(=O)N2N=C(c3ccc(Cl)cc3)CC2c2ccccc2)c1C(=O)OCC (stereo not drawn)
    i | i | -11 | i | i | i | i | i | i | i | i
COc1ccc(CN2CCC(CO)(Cc3cccc(C(F)(F)F)c3)CC2)cc1Cn1cccn1
    i | i | -18 | i | i | i | i | i | i | i | i
CN1CCCN(Cc2ccc(Cl)cc2Cl)CC1
    i | i | -16 | i | i | i | i | i | i | i | i
O=C1Nc2ccc(S(=O)(=O)N3CCCC3C(=O)O)c3cccc1c23 (stereo not drawn)
    i | 5.5* | -10 | i | i | i | i | i | i | i | i
CN(C)c1nc(Oc2ccc(=O)n(C)n2)nc(N2CCOCC2)n1
    i | i | -3 | i | i | i | i | i | i | i | i
COc1cc(NC(=O)C2CCCN2S(=O)(=O)c2ccc3c(c2)CCC(=O)N3)cc(OC)c1 (stereo not drawn)
    . | . | . | i | . | . | i | i | i | . | i
O=c1oc(-c2ccc([N+](=O)[O-])cc2)nc2ccccc12
    i | i | -3 | i | i | i | i | i | i | i | i
Cc1ccc(C)c(NC(=S)N(C)CCc2ccccn2)c1
    i | i | -7 | i | i | i | i | i | i | i | i
Cc1ccccc1-c1cc(C(=O)N/N=C/c2cccnc2)c2ccccc2n1
    i | i | -12 | i | i | i | i | i | i | i | i
Cc1ccc(C2C3=C(CCCC3=O)Nc3c2c(C)nn3-c2ccccn2)o1 (stereo not drawn)
    i | i | -4 | . | i | i | i | i | i | i | .
CCOC(=O)c1ccc(NC(=O)CSc2nnc(COc3ccccc3OC)n2C)cc1
    i | i | -8 | i | i | i | i | i | i | i | i
Nc1cnc(-c2ccccc2)nc1Cl
    i | i | -1 | i | i | i | i | i | i | i | i
CCOC(=O)C1CCN(c2ncnc3c2oc2ccccc23)CC1
    i | i | -19 | i | i | i | i | 100* | i | i | -9.9*

# More results
# Sequence of screens: KCNK9 block | RGS4 block | hERG protect | TMEM16A act | KCNQ1 pot | RGS4 pot | MrgX1 ag | ANO1 block | MrgX1 PAM | KCNQ1 block | KCNK3 inh
CCOc1ccc(C2C(C(=O)c3ccco3)=C(O)C(=O)N2CCN2CCOCC2)cc1OCC (stereo not drawn)
    i | i | -9 | i | i | i | i | i | i | i | i
CCOc1ccc(C(=O)CCC(=O)NNC(=O)c2ccncc2)cc1
    i | i | -15 | i | i | i | i | i | i | i | i
O=C(Cc1ccccc1)Nn1c(-c2ccccc2F)nc2ccccc2c1=O
    i | i | -7 | i | i | i | i | i | i | i | i
O=C(CSc1nc2ccccc2nc1N1CCOCC1)Nc1ccccc1F
    i | i | -13 | i | i | i | i | i | i | i | i
COCCCN1C(=O)/C(=C\c2cccs2)C(C(=O)OC)=C1C
    i | i | -12 | i | i | i | i | i | i | i | i
CCOC(=O)c1c(NC(=O)c2ccc(Cl)cc2)csc1C
    i | i | -2 | i | i | i | i | i | i | i | i
COc1ccccc1N1CC=C(c2cccc([N+](=O)[O-])c2)NC1=O
    i | i | -11 | i | i | i | i | i | i | i | i
CC(=O)NCCC(=O)Nc1cc(S(=O)(=O)Nc2ccc(Cl)cc2)ccc1N1CCCC1
    i | i | -5 | i | i | i | i | i | i | i | i
COc1ccccc1NS(=O)(=O)c1cc(NC(=O)c2cccs2)ccc1N1CCCCC1
    i | i | -6 | i | i | i | i | i | i | i | i
Cc1cc(Br)c2c(c1)C(O)(N1CCCCC1C)C(=O)N2 (stereo not drawn)
    i | i | -8 | i | i | i | i | i | i | i | i
CCOC(=O)C1CCCN(CC(=O)NC2=Nc3ccccc3N=C(C)C2c2ccccc2)C1 (stereo not drawn)
    i | i | -21 | i | i | i | i | i | i | i | i
NC(=O)C1(N2CCCCC2)CCN(C(=O)Nc2ccccc2C(F)(F)F)CC1
    i | i | -5 | . | i | i | i | 100* | i | i | .
CCN1CCN(C(=S)Nc2cc(C(=O)OC)ccc2C(=O)OC)CC1
    i | i | -12 | i | i | i | i | i | i | i | i
Cc1ccc(S(=O)(=O)NCC(=O)N(CC(=O)NCC2CCCO2)Cc2ccccc2Cl)cc1 (stereo not drawn)
    i | i | -6 | i | i | i | i | i | i | i | i
CCC(=O)N1CCc2cc(S(=O)(=O)CCC(=O)NCCc3ccccc3)ccc21
    i | i | -12 | i | i | i | i | i | i | i | i
Cc1cc2cc(C#N)c(N3CCN(S(C)(=O)=O)CC3)nc2cc1C
    i | i | -9 | i | i | i | i | i | i | i | i
CCn1c(SCC(=O)N2CCN(c3ccccc3)CC2)nnc1-c1ccoc1C
    i | i | -5 | i | i | i | i | i | i | i | i
O=C(COC(=O)c1ccc2c(c1)OCCO2)NCCC1=CCCCC1
    i | i | -10 | i | i | i | i | i | i | i | i
CCCOc1ccc2ccccc2c1/C=C1\SC(=O)NC1=O
    i | i | -16 | i | i | i | i | 100* | i | i | i
Cc1nn(-c2ccccc2)c(C)c1/C=N/n1cnnc1
    i | i | -10 | i | i | i | i | i | i | i | i

# More entries follow:
# Sequence of screens: KCNK9 block | RGS4 block | hERG protect | TMEM16A act | KCNQ1 pot | RGS4 pot | MrgX1 ag | ANO1 block | MrgX1 PAM | KCNQ1 block | KCNK3 inh
COc1ccc(-c2nnc(SCc3cc(C)cc(C)c3)o2)cc1
    i | i | -10 | i | i | -7.2* | i | i | i | i | i
O=C(CN1CCN(c2ccc(Cl)cc2)CC1)Nc1cccc(F)c1
    i | i | -8 | i | i | i | i | i | i | i | i
CCOC(=O)C1=C(C)NC(SC)=NC1c1ccccc1 (stereo not drawn)
    i | i | -8 | i | i | i | i | i | i | i | i
CCC(=O)NC(=S)NNC(=O)COc1ccc(Br)cc1
    i | i | -9 | i | i | i | i | i | i | i | i
O=C(CN1CCN(S(=O)(=O)c2ccc(Br)cc2)CC1)N/N=C/c1ccccc1C(=O)O
    i | i | -3 | i | i | i | i | i | i | i | i
O=C(O)c1cccc(Nc2nc(C(F)(F)F)nc3ccccc23)c1
    i | i | -5 | i | i | i | i | i | i | i | i
Cc1cc(OCC(=O)Nc2ccc(CN3CCCCC3)cc2)ccc1Cl
    i | i | -8 | i | i | i | i | i | i | i | i
COc1ccccc1/C=C/C(=O)NCC(=O)N/N=C(\CCC(=O)O)c1ccccc1
    i | i | -12 | i | i | i | i | i | i | i | i
CCC1CCCCN1CCCNC(=O)CSc1nc2nc(C)c(Cc3ccccc3Cl)c(C)n2n1 (stereo not drawn)
    i | i | -3 | i | i | -7* | i | i | i | i | i
C=C(C)Cn1c(=O)c(NC(=O)c2ccccc2)c2n(c1=S)CCC2
    i | i | -5 | i | i | i | i | i | i | i | i
COc1ccc(S(=O)(=O)NNC(=O)C2Cc3c(ccc4ccccc34)O2)cc1 (stereo not drawn)
    i | i | -8 | i | i | i | i | i | i | i | i
COc1ccc(N2CCN(C(=O)Cn3c(=O)c4cccn4c4cccnc43)CC2)cc1
    i | i | -3 | i | i | i | i | i | i | i | i
O=C(COc1ccc2ccc(=O)oc2c1)NCc1ccccn1
    i | i | -13 | i | i | i | i | i | i | i | i
COc1cc(/C=N/Nc2ccccc2[N+](=O)[O-])cc(OC)c1O
    i | i | -10 | i | i | i | i | i | i | i | i
CCC(=O)Nc1cccc2ccccc12
    i | i | -3 | i | i | i | i | i | i | i | i
COc1ccc(CNC(=O)CCn2c(=O)oc3ccccc32)c(OC)c1
    i | i | -11 | i | i | i | i | i | i | i | i
CCN(C(=O)CCS(=O)(=O)c1ccc2c(c1)oc(=O)n2C)c1ccc(OC)cc1
    i | i | -3 | i | i | i | i | i | i | i | i
CC1=CCC(C(=O)O)C(C(=O)O)C1 (stereo not drawn)
    i | i | -8 | i | i | i | i | i | i | i | i
O=C(CN1C(=O)CSC1=O)NCc1ccccc1
    i | i | -4 | i | i | i | i | i | i | i | i
COc1cccc(NC(=O)C2CC2(c2cccc(OC)c2)c2cccc(OC)c2)c1 (stereo not drawn)
    i | i | -5 | i | i | i | i | i | i | i | i
O=C(Nc1ccc(Cc2ccncc2)cc1)c1ccco1
    i | i | 1 | i | i | i | i | i | i | i | i
CCOC(=O)c1cnc(-n2cc(C)cn2)nc1NCc1ccc2c(c1)OCO2
    i | i | -8 | i | i | i | i | i | i | i | i
